# Bioassay records: PubChem, The Scripps Research Institute Molecular Screening Center
# CHO-K1 Ca antag: M1 antagonist counterscreen hit in parental CHO-K1 cells | AID 602250 | ATP-induced calcium, Fluo-8 fluorescence | 360,000 compounds, 0.6% hits | inhibition, % at 3 µM;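 active means inhibition above a per-plate cutoff, the plate's mean sample inhibition plus 3 SD, cut at about 24% in these data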;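 further: 0% = DMSO plus EC80 ATP and 100% = DMSO alone without ATP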
# M1 PAM parental: counter-screen for M1 PAMs: effect in parental CHO-K1 cells; ATP EC20, Fluo-8 calcium fluorescence; 0% at ATP EC20, 100% at ATP max; activation, % at 3 µM; 360,000 compounds, 0.02% hits;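 active means activation above the run cutoff, the mean activation of all test compounds plus 3 SD, cut at about 40% in these data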;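 further: peak over basal fluorescence ratio in a 140 s read after ATP addition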
# TAAR1 agonist: agonists of human TAAR1; Q96RJ0; activation, % at 3 µM; CHO RD-HGA16 TAAR1, Fluo-8 calcium fluorescence; vehicle wells 0%, saturating PEA agonist 100%; 360,000 compounds, 0.99% hits;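 active means activation above the mean activation of all test compounds in the run plus 3 SD, cut at about 38% in these data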
#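 Assay system: CHO-derived RD-HGA16 cells with stable Gα16 and human TAAR1; timing: 17-24 h seeding, 75 min 37 °C dye, 30 min RT; read-out: % activation from peak over basal fluorescence ratio, DMSO-to-PEA scaled; measured by: kinetic Fluo-8 calcium fluorescence; benchmarks: low control DMSO, high control PEA (EC100); doses: 3 µM single concentration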
# OXTR potentiator: potentiators of human oxytocin receptor | P30559 | CHO-OTR cells, Fluo-8 calcium fluorescence, potentiator mode; 0% = oxytocin EC15, 100% = EC100 | activation, % at 3 µM | 320,000 compounds, 0.061% hits;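 active means activation above that plate's cutoff, the mean activation of tested compounds plus 3 SD, cut at about 6.6% in these data, passing the limit was not always enough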;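 further: 100% uses oxytocin at 75 nM as the full agonist control; some results filed as inactive read as strong as hits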
# Target sequence (P30559 whole entry, looked up): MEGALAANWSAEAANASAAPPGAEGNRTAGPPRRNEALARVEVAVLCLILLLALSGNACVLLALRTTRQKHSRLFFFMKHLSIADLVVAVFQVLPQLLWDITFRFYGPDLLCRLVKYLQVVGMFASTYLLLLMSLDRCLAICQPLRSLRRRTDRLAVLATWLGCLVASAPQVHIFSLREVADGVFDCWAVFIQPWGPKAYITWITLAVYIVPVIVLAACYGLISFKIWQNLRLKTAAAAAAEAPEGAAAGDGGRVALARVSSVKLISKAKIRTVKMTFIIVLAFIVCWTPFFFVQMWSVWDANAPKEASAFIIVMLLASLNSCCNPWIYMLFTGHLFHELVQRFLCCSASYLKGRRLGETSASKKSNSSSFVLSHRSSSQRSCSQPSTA
#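 System: human OTR in CHO cells; Also added: sub-maximal oxytocin, roughly EC15; Timing: compound 6 min at room temperature before oxytocin, 100 s read; Technique: Fluo-8 intracellular calcium fluorescence, ex 470-495, em 515-575 nm; Controls: oxytocin EC15 low and EC100 high; Replication: singlicate.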
# M1 antag: human CHRM1 antagonism. 360,000 compounds, 1.3% hits. CHO-K1 hM1, Fluo-8 calcium fluorescence, ACh EC80 antagonist. inhibition, % at 3 µM. P11229;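 active means percent inhibition above its own plate's cutoff, namely the mean of that plate's compound wells plus 3 SD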;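 further: peak over basal fluorescence ratio during 140 s after agonist addition; 0% = ACh EC80 plus DMSO and 100% = DMSO alone without agonist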
# Target sequence (P11229 whole entry, looked up): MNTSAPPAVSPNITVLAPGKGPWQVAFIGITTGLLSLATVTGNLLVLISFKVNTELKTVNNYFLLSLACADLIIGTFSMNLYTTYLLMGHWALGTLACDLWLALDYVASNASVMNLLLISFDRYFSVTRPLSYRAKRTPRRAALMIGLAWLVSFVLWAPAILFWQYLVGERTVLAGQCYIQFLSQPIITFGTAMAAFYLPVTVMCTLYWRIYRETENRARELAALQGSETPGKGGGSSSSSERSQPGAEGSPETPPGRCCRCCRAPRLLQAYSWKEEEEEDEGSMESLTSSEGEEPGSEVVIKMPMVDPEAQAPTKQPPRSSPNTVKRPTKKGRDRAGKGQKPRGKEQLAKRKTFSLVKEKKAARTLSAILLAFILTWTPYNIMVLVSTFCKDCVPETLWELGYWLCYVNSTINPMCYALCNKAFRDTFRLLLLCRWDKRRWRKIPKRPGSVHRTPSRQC
# TAAR1 antag: antagonists of human TAAR1; 360,000 compounds, 1.5% hits; Q96RJ0; inhibition, % at 3 µM; CHO RD-HGA16 TAAR1, Fluo-8 calcium fluorescence, antagonist; AID 624466;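 active means inhibition above a per-plate cutoff, the mean inhibition of test compounds on that plate plus 3 SD, cut at about 49% in these data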;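 further: 0% = DMSO plus EC80 beta-PEA response and 100% = DMSO alone without agonist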
#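 Material: CHO RD-HGA16 cells bearing hTAAR1; compound dosing: one-point dosing, 3 µM nominal final; schedule: dye loading 75 min at 37 °C, then 30 min room temperature; measured by: calcium fluorescence with Fluo-8; control set: vehicle and agonist controls; replication: n of 1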
# M1 ag parental: nonselective activator or artifact in parental CHO-K1 cells. activation, % at 3 µM. 360,000 compounds, 0.48% hits. Fluo-8 calcium fluorescence; scaled to maximal ATP response, vehicle zero; in the data active means activation above about 15%;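 further: untransfected CHO-K1 host cells lacking M1 receptor as counterscreen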
# CHO parental Ca: signal in parental CHO cells, OX1R antagonist counter-screen; 330,000 compounds, 0.63% hits; parental CHO-K1, ATP-induced calcium, Fluo-8 fluorescence; inhibition, % at 5.6 µM; AID 463079;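 active means inhibition above that plate's mean sample inhibition plus 3 SD, cut at about 26% in these data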;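 further: 0% = ATP-challenged DMSO wells and 100% = DMSO wells without ATP; some compounds past the cut are filed as inactive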
#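 test system = CHO parental line | reagent = ATP stimulus | measured by = intracellular calcium via Fluo-8 no-wash fluorescent dye | control set = ATP and no-ATP DMSO wells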
# CHRM1 agonist: agonists of human M1 muscarinic receptor | P11229 | CHO-K1 hM1, Fluo-8 calcium fluorescence, agonist mode; 0% DMSO, 100% acetylcholine EC100 | activation, % at 3 µM | 360,000 compounds, 0.33% hits;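 active means activation above the run's mean compound activation plus 3 SD, cut at about 16% in these data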;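 further: peak over basal fluorescence ratio within a 140 s kinetic read after compound addition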
# Numbers without * were called inactive; x = not tested or not shown. Outcome played no part in choosing rows; 4.2% or so of the library scored in one or more.
structure | CHO-K1 Ca antag | M1 PAM parental | TAAR1 agonist | OXTR potentiator | M1 antag | TAAR1 antag | M1 ag parental | CHO parental Ca | CHRM1 agonist
Cc1cccc(Cl)c1NC(=S)N1CCN(c2ccc([N+](=O)[O-])cn2)CC1 | -3 | 9 | 4 | -13 | -2 | -6 | 2.0 | -22 | -1
Cc1cc(=O)oc2cc(OCC(=O)OCC(=O)Nc3c(C)n(C)n(-c4ccccc4)c3=O)ccc12 | 3 | 10 | 17 | 1 | 11 | -13 | 4.1 | 0 | -7
COc1ccc2oc(=O)c(-c3ccccc3C(=O)N3CCOCC3)cc2c1 | -3 | 14 | 7 | -7 | 0 | 19 | 2.3 | -16 | -1
COc1ccccc1C(CNC(=O)c1ccc(NS(=O)(=O)c2ccc(F)c(C)c2)cc1)N1CCCC1 (stereo not drawn) | -1 | 7 | 1 | -15 | 22 | -17 | 0.1 | -5 | -6
O=C(O)c1ccc(CSCc2ccccc2)o1 | 1 | -10 | 1 | x | -7 | -21 | -0.3 | x | 0
CCOC(=O)c1c(C)sc2c1N(C(=O)CCl)c1cc(Cl)ccc1S2 | -11 | 14 | 2 | -5 | -7 | 7 | 0.8 | -26 | -5
Cc1c(C#N)c(NC(=O)c2ccccc2)n(Cc2ccccc2)c1C | -8 | 16 | 12 | -4 | -4 | 8 | -0.1 | -23 | -4
CN(C)S(=O)(=O)c1ccc(C(=O)NCCN=C2NS(=O)(=O)c3ccccc32)cc1 | -3 | -6 | 1 | -17 | 0 | -9 | 0.1 | 21 | -4
O=C(CS(=O)c1ccccc1[N+](=O)[O-])Oc1ccc(Br)cc1 (stereo not drawn) | 1 | 19 | 3 | -16 | -9 | 9 | 1.6 | -22 | -13
COc1ccc(CCNC(=O)c2cccc(S(=O)(=O)NC(C)c3ccccc3)c2)cc1 (stereo not drawn) | -3 | 0 | 12 | -5 | 16 | -5 | 1.5 | -20 | -2
CCC(=O)OCC(=O)N=c1sccn1Cc1ccccc1Cl | -4 | 13 | -1 | -8 | -8 | 1 | 1.2 | -11 | -3
O=C(COC(=O)/C=C/c1ccc(Cl)cc1)NC(=O)NCc1ccccc1 | -4 | -8 | 14 | -2 | -13 | -15 | -0.3 | -11 | 3
CC(C)C[C@H]1COc2cc(Br)ccc2S(=O)(=O)N1 | -14 | 23 | 0 | x | -16 | -1 | 0.0 | x | -10
O=C(Nc1cccc(Cl)c1)Nc1sccc1-c1nc2ccccc2s1 | -5 | 17 | 2 | 3 | 8 | 21 | 4.0 | -11 | -2
CCOc1ccc2[nH]c(=O)c(CN(Cc3ccco3)C(=O)c3ccc(Br)cc3)cc2c1 | -10 | 15 | 13 | x | 17 | 2 | 0.8 | x | -4
O=C(Cc1ccc(Cl)cc1)Nc1ccccn1 | -9 | -13 | 2 | -3 | -8 | 11 | 0.4 | -6 | 0
NC1(N)OC(CN2C(=O)c3ccccc3C2=O)CS1 (stereo not drawn) | -7 | 9 | 4 | -12 | -11 | 4 | 0.5 | -7 | -5
Cc1cc(C)c(C#N)c(N2CCCC(C(N)=O)C2)n1 (stereo not drawn) | -12 | 17 | 14 | 2 | -4 | -11 | 0.4 | -11 | -5
CC(C)(C)CNC(=O)C1(C)CCN1C(=O)c1ccccc1CCc1ccccc1 (stereo not drawn) | 11 | -2 | -2 | x | -5 | 5 | -0.1 | x | -6
CCOC(=O)C1=C(c2ccccc2)Nc2ncnn2C1c1cc(OC)cc(OC)c1OC (stereo not drawn) | -8 | 17 | 4 | -6 | 1 | -4 | 0.3 | -9 | -4
O/N=C/c1ccnc(SCc2ccccc2)n1 | -19 | 26 | 5 | -9 | -20 | -5 | 1.8 | -6 | -1
CCN(CC)c1ccc(NC(=O)Nc2cccc3ccccc23)cc1 | -12 | 14 | x | -2 | -22 | x | -0.3 | -16 | -8
CC(NC(=O)c1ccco1)C(c1cccs1)N1CCN(c2ccccc2)CC1 (stereo not drawn) | -12 | 18 | -1 | -2 | -8 | -1 | 0.9 | -16 | -7
Cc1onc(-c2ccccc2)c1C(=O)N1CCC(C)CC1 | -5 | 15 | 3 | -10 | -5 | -5 | -0.2 | -3 | -2
CC(C)CNC(=S)NNC(=O)CC(C)O (stereo not drawn) | -16 | 12 | 13 | -3 | 1 | 5 | 1.2 | 14 | -5
O=C(Nc1cccc(O)c1)c1c(O)c2ccccc2[nH]c1=O | -5 | -1 | -1 | -9 | -11 | 4 | -0.3 | -10 | -1
CCC1(c2ccc(F)cc2)NC(=O)N(CC(=O)NCc2ccc(F)cc2)C1=O (stereo not drawn) | -4 | -1 | 5 | -13 | 1 | -13 | 0.7 | -5 | 0
CCCCCCCCNCCS(=O)(=O)NCc1ccccc1OC | 7 | 8 | 2 | x | -8 | -1 | 1.0 | x | -1
CCOC(=O)c1c(C)[nH]c(C)c1S(=O)(=O)NCC1CCN(Cc2cccc(F)c2)CC1 | -15 | 24 | 0 | -7 | -14 | -23 | 0.1 | -15 | -6
Cc1nc(N2CCN(C(=O)c3ccco3)CC2)[nH]c(=O)c1C | -7 | 12 | 2 | -8 | -21 | -23 | 0.3 | -13 | -2
CN(C)CCNc1ncnc2c1ncn2[C@H]1CN(Cc2ccc(Cl)cc2)C[C@@H](CO)O1 | -13 | 10 | 1 | x | -10 | 3 | 0.2 | x | -4
O=C(OCC(=O)N1CCN(C(=O)COC(=O)c2ccc(O)cc2O)CC1)c1ccc(O)cc1O | 2 | 21 | 3 | -4 | -3 | -9 | 1.0 | 1 | -4
COc1ccc(-n2c(COc3cccc4cccnc34)nnc2SCC(=O)O)cc1 | 11 | -15 | 6 | 3 | 1 | 8 | -0.1 | -6 | -3
CC1(C)C2CCC1(C)C(NCC(O)COc1ccc(C#N)cc1)C2 (stereo not drawn) | -5 | -7 | 7 | -12 | 15 | -13 | 2.1 | -12 | -10
CC(C)c1ccc(-c2nn[nH]n2)cc1 | -1 | 3 | 10 | -8 | 1 | -3 | 0.0 | -3 | -2
COc1ccc(CC(=O)Nc2cccc(C(=O)O)c2C)cc1 | 22 | -11 | 5 | 2 | -12 | 16 | 0.2 | -12 | 0

# Additional entries.
# Below each compound – CHO-K1 Ca antag	M1 PAM parental	TAAR1 agonist	OXTR potentiator	M1 antag	TAAR1 antag	M1 ag parental	CHO parental Ca	CHRM1 agonist
- Cn1c(=O)cc(OCCCC(=O)Nc2ccccn2)c2ccccc21
 : -6	16	4	5	8	8	0.7	-10	-5
- CC(=O)c1ccc(-n2nnnc2SCC(=O)NC2CCCCC2)cc1
 : -9	6	-2	-3	-11	1	1.3	-22	-1
- Cc1cc(OCC(F)(F)C(F)(F)C(F)(F)C(F)(F)C(F)(F)C(F)F)nc(N)n1
 : -11	21	2	-20	4	17	1.6	-4	-3
- CCCNC(=O)c1ccc(N2CCC3(CC2)CC(c2ccccc2)=NO3)c(NC(=O)c2cccc(C)c2)c1
 : -7	-2	3	0	4	14	-0.2	-6	-4
- CC1(C)[C@H]2CC[C@]1(C)[C@@H](OC(=O)C[N+]1(C)CCOCC1)C2
 : -6	16	1	-4	9	-19	0.1	-8	-9
- CCc1cc(=O)oc2cc(C)cc(OCC(=O)NCC(O)c3ccccc3)c12 (stereo not drawn)
 : -15	3	10	-11	-9	-4	1.9	-17	-2
- CC(C)(C)c1cc(CCC(=O)NCc2ccccn2)cc(C(C)(C)C)c1O
 : 7	-11	-2	-5	-12	-34	0.0	-26	-1
- CCOc1ccc(CCNC(=O)c2cccc(C#N)c2)cc1OCC
 : 8	-13	7	-7	-11	7	1.2	-23	-2
- CC(NC(=O)NCC1CCCO1)(C(F)(F)F)C(F)(F)F (stereo not drawn)
 : -8	13	0	-10	-20	12	0.3	-4	-1
- COc1ccc(CNc2nc3nc(C)c(Cl)c(C)n3n2)cc1OC
 : 4	-5	7	-5	2	15	-0.3	-14	-2
- CCOc1ccc(NC(=O)C2=C(C)NC(=S)NC2c2ccc(O)c(OC)c2)cc1 (stereo not drawn)
 : 7	-5	3	-6	9	2	0.0	-6	-1
- CCOc1cc(/C=C2\N=C(SC(C)C(N)=O)N(c3ccc(OC(F)F)cc3)C2=O)ccc1O (stereo not drawn)
 : -8	3	11	-9	6	3	7.3	1	3
- COc1ccccc1N(C(=O)CNS(=O)(=O)c1ccccc1)C(C(=O)NCc1ccco1)C(C)C (stereo not drawn)
 : -18	23	14	x	-6	-4	1.1	x	-4
- C/C(=N\NC(=O)c1ccccn1)C12CC3CC(CC(C3)C1)C2
 : -9	-12	0	-4	2	-6	0.3	-4	-3
- O=C(Nc1ccccc1)C1CCCN(C(=O)c2ccc(F)cc2)C1 (stereo not drawn)
 : -12	14	1	-2	-4	3	-0.4	1	-3
- Cn1ncc(Br)c1C(=O)NC1CCCCC1
 : -3	19	3	-10	0	7	2.4	-3	1
- COc1ccc(C2=NOC(CNC(N)=S)C2)cc1 (stereo not drawn)
 : -5	11	2	-9	-3	11	0.4	-4	-3
- Cc1ccc2c(c1)c(=O)c1c3n2CCN(C(=O)CCl)C3CC1 (stereo not drawn)
 : 9	-7	0	-11	11	-9	0.4	-9	-2

# Exported as labelled records: entries from further up
> Cn1c(=O)cc(OCCCC(=O)Nc2ccccn2)c2ccccc21
  CHO-K1 Ca antag: -6	M1 PAM parental: 16	TAAR1 agonist: 4	OXTR potentiator: 5	M1 antag: 8	TAAR1 antag: 8	M1 ag parental: 0.7	CHO parental Ca: -10	CHRM1 agonist: -5

> CC(=O)c1ccc(-n2nnnc2SCC(=O)NC2CCCCC2)cc1
  CHO-K1 Ca antag: -9	M1 PAM parental: 6	TAAR1 agonist: -2	OXTR potentiator: -3	M1 antag: -11	TAAR1 antag: 1	M1 ag parental: 1.3	CHO parental Ca: -22	CHRM1 agonist: -1

> Cc1cc(OCC(F)(F)C(F)(F)C(F)(F)C(F)(F)C(F)(F)C(F)F)nc(N)n1
  CHO-K1 Ca antag: -11	M1 PAM parental: 21	TAAR1 agonist: 2	OXTR potentiator: -20	M1 antag: 4	TAAR1 antag: 17	M1 ag parental: 1.6	CHO parental Ca: -4	CHRM1 agonist: -3

> CCCNC(=O)c1ccc(N2CCC3(CC2)CC(c2ccccc2)=NO3)c(NC(=O)c2cccc(C)c2)c1
  CHO-K1 Ca antag: -7	M1 PAM parental: -2	TAAR1 agonist: 3	OXTR potentiator: 0	M1 antag: 4	TAAR1 antag: 14	M1 ag parental: -0.2	CHO parental Ca: -6	CHRM1 agonist: -4
